iPSC survival up = enhancers of single-cell hiPSC survival, primary screen, ATPlite luminescence. AID 602274, 2012. 100% = ROCK inhibitor wells, 0% = DMSO. survival enhancement, % at 20 µM. hit rate 0.044% among 360,000; in the data active = survival enhancement above about 18%;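 note: cells exposed to compounds for 16 hours before the ATP read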
CaV13 ICDI inh = Disruptors of the CACNA1D IQ motif to Ca2+-dependent inactivation inhibitor domain association, primary screening, Förster resonance energy transfer in intact living …; inhibition, % at 12.3 µM; HEK cells, CFP/YFP FRET ICDI-IQ, plate reader, 10 min; percent FRET-ratio fall versus neutral wells; hit rate 0.098% among 340,000;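 active = mean replicate inhibition of at least 30% and at least 1% of replicates passing that level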;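 note: 0% = median of the neutral control wells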
Peg3 prom inh = Peg3 promoter-driven luciferase inhibitors, primary screen, cell-based, HeLa, luciferase luminescence; HeLa PEG-Prom luciferase reporter, overnight; inhibition, % at 20 µM; hit rate 1.7% among 360,000; AID 588405, 2011;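 active = inhibition of at least 50% at 20 µM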
Cardio protect = cardioprotection against H2O2-induced cell death, primary screen, uHTS, H9c2 cells, ATPLite luminescence | H9c2 cardiomyocytes, H2O2 injury protection, 2 h | AID 588492, 2011 | protection from H2O2 cell death, % at 20 µM | hit rate 0.63% among 360,000;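 active = compounds giving at least 50% protection of heart cells from peroxide-induced death in the single-dose screen, raw or plate-pattern-corrected value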;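 note: 0% = DMSO wells with peroxide and 100% = DMSO wells without peroxide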
HIF-2a inh = HIF-2a reporter inhibitors, primary screen, luminescence, 786-0 RCC cells | hit rate 0.72% among 360,000 | 786-0 RCC cells HIF-2a reporter, luciferase luminescence, overnight | inhibition, % at 18.8 µM;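 active = inhibition of the luminescence signal of 40% or more relative to plate controls, in a single-dose primary screen at 18.75 µM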
NR2E3 ag-1 = NR2E3 agonists in two-hybrid cells, primary screen, cell-based, luminescence, CHO-S, Gal4-NCOR/VP16-NR2E3. inhibition of corepressor binding, % at 3.98 µM. AID 602229, 2012. luciferase. hit rate 0.35% among 360,000. Photoreceptor-specific nuclear receptor (Homo sapiens), Q9Y5X4;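 active = inhibition above the mean of all tested compounds plus 3 SD, cut at about 70% in these data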;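 note: 0% = DMSO with NR2E3 transfected cells and 100% = cells lacking NR2E3 construct; higher means lower luciferase signal from less NR2E3 corepressor binding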
HTR2A ag = mouse Htr2a agonists via beta-arrestin recruitment, primary screen, cell-based, luminescence; CHO-K1 mHTR2A beta-arrestin complementation; percent of 30 µM serotonin response; activation, % at 7.6 µM; hit rate 0.66% among 360,000; AID 624169, 2012;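 active = activation above a run cutoff, the mean activation of all tested compounds plus 3 SD, cut at about 14% in these data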;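 note: 0% = plate median of compound wells and 100% = 30 µM serotonin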
Target sequence (P35363 whole entry, looked up): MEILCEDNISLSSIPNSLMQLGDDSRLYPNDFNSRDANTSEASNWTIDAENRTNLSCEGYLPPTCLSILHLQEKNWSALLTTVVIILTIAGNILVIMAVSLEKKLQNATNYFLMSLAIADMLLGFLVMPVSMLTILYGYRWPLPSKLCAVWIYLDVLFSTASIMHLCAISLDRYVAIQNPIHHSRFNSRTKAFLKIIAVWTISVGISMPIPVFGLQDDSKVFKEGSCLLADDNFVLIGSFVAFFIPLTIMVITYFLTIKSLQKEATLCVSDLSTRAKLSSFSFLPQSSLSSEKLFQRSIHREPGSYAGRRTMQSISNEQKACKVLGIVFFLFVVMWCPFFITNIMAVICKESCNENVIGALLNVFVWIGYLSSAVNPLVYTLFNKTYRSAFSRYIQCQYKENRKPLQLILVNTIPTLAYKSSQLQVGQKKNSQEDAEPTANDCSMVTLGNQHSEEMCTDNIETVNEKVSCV
MITF TRPM1 inh = inhibitors of MITF-dependent TRPM1 promoter reporter, primary screen, cell-based, SK-MEL-5, single point, luciferase | SK-MEL-5 TRPM1 promoter luciferase, 24 h | hit rate 0.83% among 330,000 | inhibition, % at 12.5 µM;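 active = mean inhibition across replicates of 60% or more, whatever share of single replicates reaches that level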; note: values of inactives mirror those of a sister screen read the other way
Shn3 inh set2 = reduction of Shn3 3'UTR firefly luciferase signal, primary screen, Schnurri-3 inhibitor project, cell-based, Clone20 osteoblasts, set 2. hit rate 0.52% among 360,000. Clone20 osteoblast Shn3 3'UTR firefly luciferase, 24 h. inhibition, % at 12.5 µM;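 active = mean inhibition of at least 75% with every replicate also reaching 75%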;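 note: 0% = median of neutral control wells and 100% = pilot-screen positive control compound; some compounds past the cut are filed as inactive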
NR2E3 ag-2 = inhibitors of NR2E3-RetCOR corepressor binding, primary screen, NR2E3 agonist project, biochemical, TR-FRET, GST-NR2E3, biotin-RetCOR; hit rate 0.12% among 320,000; inhibition of corepressor binding, % at 4.78 µM; Photoreceptor-specific nuclear receptor (Homo sapiens), Q9Y5X4; 1536-well; AID 2300, 2010;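 active = percent inhibition above the cutoff of mean plus 3 SD of all tested compounds, set per screening campaign, cut at about 20% in these data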;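 note: 0% = DMSO wells and 100% = biotin wells as full block of FRET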
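Material: NR2E3–RetCOR corepressor complex / Incubation: Compound–protein incubation for 5 h at 4 °C / Dosing: compound at 4.8 µM, single dose / Detection: time-resolved FRET / Benchmarks: high control biotin, low control 0.6% DMSO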
PDI inh = inhibitors of human PDI, primary screen, biochemical, turbidity, single point, plate reader. Protein disulfide-isomerase (Homo sapiens), P07237. PDI insulin aggregation turbidity, A650, 90 min. inhibition, % at 10 µM. hit rate 0.052% among 350,000;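 active = mean inhibition across replicates of 30% or more, whatever share of single replicates reach that level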;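 note: absorbance from insulin aggregation driven by PDI reduction with DTT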
Target sequence (P07237 whole entry, looked up): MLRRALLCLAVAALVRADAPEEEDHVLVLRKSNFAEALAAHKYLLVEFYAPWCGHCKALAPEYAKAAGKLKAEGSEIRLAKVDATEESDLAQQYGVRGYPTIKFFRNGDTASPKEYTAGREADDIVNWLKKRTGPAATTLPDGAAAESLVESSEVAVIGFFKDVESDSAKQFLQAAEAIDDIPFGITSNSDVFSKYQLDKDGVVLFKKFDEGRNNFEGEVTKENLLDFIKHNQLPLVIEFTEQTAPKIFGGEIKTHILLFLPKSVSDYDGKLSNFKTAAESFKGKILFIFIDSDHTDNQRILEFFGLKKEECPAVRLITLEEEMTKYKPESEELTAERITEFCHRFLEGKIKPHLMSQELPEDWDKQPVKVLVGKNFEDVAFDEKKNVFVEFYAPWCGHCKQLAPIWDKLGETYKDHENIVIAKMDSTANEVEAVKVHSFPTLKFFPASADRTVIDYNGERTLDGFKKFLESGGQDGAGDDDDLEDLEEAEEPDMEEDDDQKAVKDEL
Starred values were filed as active, the others as inactive. Rows were taken by chance. Share with any hit: about 3.9%.

Results for Cc1nc(C)c(C(=O)OCC(=O)N(C)c2ccccc2)s1 ?
iPSC survival up: -0.2; CaV13 ICDI inh: -7.1; Peg3 prom inh: -17.8; Cardio protect: 0.8; HIF-2a inh: 0.9; NR2E3 ag-1: -12.4; HTR2A ag: 7.0; MITF TRPM1 inh: 2.4; Shn3 inh set2: -11.4; PDI inh: 1.8

How did COc1ccc(-c2cc(C(=O)NCC3CCCO3)on2)cc1OC (stereo not drawn) do in these assays?
iPSC survival up: -0.4; CaV13 ICDI inh: -2.4; Peg3 prom inh: -9.4; Cardio protect: -0.5; HIF-2a inh: -13.0; NR2E3 ag-1: -15.2; HTR2A ag: -0.8; MITF TRPM1 inh: -4.4; Shn3 inh set2: 4.2; NR2E3 ag-2: 1.7; PDI inh: 0.1

What do the screens show for `COc1ccc(N=Cc2nc(-c3ccccc3)oc2OC(=O)c2ccccc2)cc1`?
iPSC survival up: -1.1; CaV13 ICDI inh: -5.8; Peg3 prom inh: -156.5; Cardio protect: -8.7; HIF-2a inh: -210.8; NR2E3 ag-1: -118.6; HTR2A ag: 3.9; MITF TRPM1 inh: 13.6; Shn3 inh set2: -16.7; NR2E3 ag-2: 1.2; PDI inh: -1.7

Results for Cc1[nH]n(-c2cccc3ccccc23)c(=O)c1/C=N/c1sc2c(c1C#N)CCC2 ?
iPSC survival up: 1.4; CaV13 ICDI inh: 0.1; Peg3 prom inh: 7.6; Cardio protect: -8.9; HIF-2a inh: 8.5; NR2E3 ag-1: -27.3; HTR2A ag: -3.1; MITF TRPM1 inh: 3.9; Shn3 inh set2: -1.9; NR2E3 ag-2: -2.5; PDI inh: -7.2

Results for O=S1(=O)c2ccc(Br)cc2N2CCC[C@@H]2CN1Cc1ccccc1 ?
iPSC survival up: -1.3; CaV13 ICDI inh: -6.8; Peg3 prom inh: 26.6; Cardio protect: -8.5; HIF-2a inh: 19.4; NR2E3 ag-1: -52.2; HTR2A ag: -1.9; MITF TRPM1 inh: 18.5; Shn3 inh set2: 7.4; PDI inh: -4.1

Results for O=C(C1CCCC1)N1CCN(S(=O)(=O)c2ccc(F)cc2)CC1 ?
iPSC survival up: -0.5; CaV13 ICDI inh: -18.5; Peg3 prom inh: 5.2; Cardio protect: 3.8; HIF-2a inh: 11.2; NR2E3 ag-1: 19.4; HTR2A ag: 3.6; MITF TRPM1 inh: -10.4; Shn3 inh set2: -6.6; NR2E3 ag-2: -2.9; PDI inh: 12.4

How did CCCCn1c(N)c(N(CC)C(=O)c2ccc(C)cc2)c(=O)[nH]c1=O do in these assays?
iPSC survival up: 0.0; CaV13 ICDI inh: -2.7; Peg3 prom inh: 12.6; Cardio protect: 6.2; HIF-2a inh: 1.6; NR2E3 ag-1: -6.3; HTR2A ag: 5.0; Shn3 inh set2: -7.0; NR2E3 ag-2: 5.0; PDI inh: 20.4

Results for COc1ccc(C(=O)Nc2ccc(Cl)cc2F)cc1S(=O)(=O)N1CCCC1 ?
iPSC survival up: -0.2; CaV13 ICDI inh: -6.0; Peg3 prom inh: 9.0; Cardio protect: -1.4; HIF-2a inh: -12.1; NR2E3 ag-1: -7.6; HTR2A ag: 0.3; MITF TRPM1 inh: -0.4; Shn3 inh set2: -5.1; NR2E3 ag-2: -0.3; PDI inh: -0.3

What do the screens show for `Cc1cc(C)c(COc2ccc(/C=N/n3c(C)n[nH]c3=S)cc2)c(C)c1`?
iPSC survival up: 3.7; CaV13 ICDI inh: -5.9; Peg3 prom inh: -36.3; Cardio protect: -11.4; HIF-2a inh: -83.9; NR2E3 ag-1: -83.4; HTR2A ag: 6.1; MITF TRPM1 inh: -27.7; Shn3 inh set2: 12.0; NR2E3 ag-2: -2.1; PDI inh: 15.6

What do the screens show for `O=C(CSCc1ccccn1)Nc1ccccc1`?
iPSC survival up: 0.3; CaV13 ICDI inh: 2.1; Peg3 prom inh: -62.7; Cardio protect: 7.4; HIF-2a inh: -99.5; NR2E3 ag-1: -4.3; HTR2A ag: 4.5; MITF TRPM1 inh: -36.8; Shn3 inh set2: 3.9; NR2E3 ag-2: 0.6; PDI inh: -5.7

Results for CCc1ccc(NC(=O)CCCOc2cc(=O)n(C)c3ccccc23)cc1 ?
iPSC survival up: 1.2; CaV13 ICDI inh: -7.6; Peg3 prom inh: 1.3; Cardio protect: 5.1; HIF-2a inh: -66.9; NR2E3 ag-1: -13.1; HTR2A ag: 0.2; Shn3 inh set2: -22.2; PDI inh: -2.4

What do the screens show for `S=C(NCCCN1CCOCC1)Nc1cccc(Cl)c1`?
iPSC survival up: 0.0; CaV13 ICDI inh: 4.5; Peg3 prom inh: 16.5; Cardio protect: -1.8; HIF-2a inh: 13.2; NR2E3 ag-1: -20.0; HTR2A ag: -2.9; MITF TRPM1 inh: 11.4; Shn3 inh set2: -7.2; NR2E3 ag-2: 1.4; PDI inh: 6.9

How did O=C1NC(=Nc2cccnc2)S/C1=C/c1ccc(F)cc1 do in these assays?
iPSC survival up: -0.5; CaV13 ICDI inh: -4.4; Peg3 prom inh: -12.2; Cardio protect: -5.9; HIF-2a inh: -1.7; NR2E3 ag-1: 16.8; HTR2A ag: 4.4; Shn3 inh set2: 1.9; NR2E3 ag-2: 1.4; PDI inh: 1.7

How did O=C(Nc1ccc2ccccc2c1)c1cccnc1 do in these assays?
iPSC survival up: -3.8; Peg3 prom inh: -264.7; Cardio protect: -0.2; HIF-2a inh: -226.0; NR2E3 ag-1: -90.2; HTR2A ag: -1.7; MITF TRPM1 inh: -57.9; Shn3 inh set2: -84.7; NR2E3 ag-2: -3.6; PDI inh: -2.5

What do the screens show for `Nc1nnc(CSCc2cccc(Br)c2)s1`?
iPSC survival up: -0.5; CaV13 ICDI inh: 3.9; Peg3 prom inh: -2.6; Cardio protect: 0.1; HIF-2a inh: 5.7; NR2E3 ag-1: 7.3; HTR2A ag: -1.1; MITF TRPM1 inh: 6.0; Shn3 inh set2: 4.7; NR2E3 ag-2: 0.8; PDI inh: -1.6

How did COC(=O)c1cc(OC)c(OC)cc1NC(=O)C(C)Sc1ccc(C)cc1 (stereo not drawn) do in these assays?
iPSC survival up: 3.2; CaV13 ICDI inh: -9.3; Peg3 prom inh: 18.0; Cardio protect: 1.4; HIF-2a inh: 0.9; NR2E3 ag-1: -7.7; HTR2A ag: -4.3; MITF TRPM1 inh: 3.9; Shn3 inh set2: 15.9; NR2E3 ag-2: -0.8; PDI inh: 28.4

Results for O=C(NNC(=S)NC(=O)C12CC3CC(CC(C3)C1)C2)c1ccncc1 ?
iPSC survival up: 0.0; CaV13 ICDI inh: -7.5; Peg3 prom inh: 8.0; Cardio protect: 24.2; HIF-2a inh: 14.9; NR2E3 ag-1: 0.2; HTR2A ag: -14.5; MITF TRPM1 inh: 14.5; Shn3 inh set2: 54.5; NR2E3 ag-2: 3.9; PDI inh: 8.2

How did CCCCN(CCCC)CCCNC(=O)CN1C(=O)COc2ccc(S(=O)(=O)N3CCC(C)CC3)cc21 do in these assays?
iPSC survival up: -0.6; CaV13 ICDI inh: -1.0; Peg3 prom inh: 0.2; Cardio protect: 4.0; HIF-2a inh: 10.2; NR2E3 ag-1: 24.6; HTR2A ag: 1.0; MITF TRPM1 inh: -1.6; Shn3 inh set2: -9.9; NR2E3 ag-2: 2.0; PDI inh: 8.0

What do the screens show for `CCCc1cc(=O)oc2cc(OCC(=O)N3C[C@H]4C[C@@H](C3)c3cccc(=O)n3C4)c(Cl)cc12`?
iPSC survival up: 0.4; Peg3 prom inh: 6.8; Cardio protect: 2.5; HIF-2a inh: 11.0; NR2E3 ag-1: -22.6; HTR2A ag: -0.6; MITF TRPM1 inh: 11.5; Shn3 inh set2: -14.8; NR2E3 ag-2: -1.0

Results for CC(=O)Nc1cccc(NS(=O)(=O)c2cc3c4c(c2)CCN4C(=O)CC3)c1 ?
iPSC survival up: -0.3; CaV13 ICDI inh: -5.9; Peg3 prom inh: -6.3; Cardio protect: 0.9; HIF-2a inh: 11.5; NR2E3 ag-1: 16.5; HTR2A ag: -7.5; MITF TRPM1 inh: 3.7; Shn3 inh set2: -21.7; NR2E3 ag-2: 0.1; PDI inh: -0.9

What do the screens show for `O=S(=O)(c1ccc(NC(=S)N2CCCCC2CO)cc1)N1CCOCC1` (stereo not drawn)?
iPSC survival up: -1.2; CaV13 ICDI inh: -3.2; Peg3 prom inh: 9.0; Cardio protect: -2.8; HIF-2a inh: 7.3; NR2E3 ag-1: -21.6; HTR2A ag: 3.0; Shn3 inh set2: 8.4; PDI inh: 20.5

Results for COc1ccc2cnnc(SCC(=O)Nc3ccc(C(C)=O)cc3)c2c1OC ?
iPSC survival up: -1.2; CaV13 ICDI inh: -4.9; Peg3 prom inh: 16.0; Cardio protect: 14.8; HIF-2a inh: 6.7; NR2E3 ag-1: -8.2; HTR2A ag: -0.1; MITF TRPM1 inh: -14.3; Shn3 inh set2: 0.8; NR2E3 ag-2: -1.7; PDI inh: 2.2

Results for CCOC(=O)C1CCCN(C(=O)c2sc3nc(C)nc(N(CC)CC)c3c2C)C1 (stereo not drawn) ?
iPSC survival up: -0.2; CaV13 ICDI inh: -5.0; Peg3 prom inh: 2.9; Cardio protect: 2.1; HIF-2a inh: 5.9; NR2E3 ag-1: 2.2; HTR2A ag: 1.9; MITF TRPM1 inh: -5.3; Shn3 inh set2: 6.4; NR2E3 ag-2: -1.2; PDI inh: 3.8

What do the screens show for `CNc1cncc(-c2cc(OC)c(OC)c(OC)c2)n1`?
iPSC survival up: -1.9; CaV13 ICDI inh: -4.1; Peg3 prom inh: 9.1; Cardio protect: -0.2; HIF-2a inh: -9.6; NR2E3 ag-1: -9.0; HTR2A ag: 3.7; Shn3 inh set2: -4.6; PDI inh: -3.8

How did CC(CN1C(C)CCCC1C)OC(=O)c1cccc(Br)c1 (stereo not drawn) do in these assays?
iPSC survival up: -0.7; CaV13 ICDI inh: -4.4; Peg3 prom inh: 2.5; Cardio protect: -3.8; HIF-2a inh: 14.9; NR2E3 ag-1: 2.2; HTR2A ag: 0.0; MITF TRPM1 inh: -3.7; Shn3 inh set2: -7.8; NR2E3 ag-2: -0.4; PDI inh: 1.4

Results for CC1CCN(S(=O)(=O)c2ccc(S(=O)(=O)N3CCC4(CC3)OCCO4)cc2)CC1 ?
iPSC survival up: 3.1; CaV13 ICDI inh: -3.3; Peg3 prom inh: 9.1; Cardio protect: -1.4; HIF-2a inh: 14.0; NR2E3 ag-1: 14.5; HTR2A ag: 1.8; MITF TRPM1 inh: -4.6; Shn3 inh set2: 4.4; NR2E3 ag-2: -0.9; PDI inh: -0.3
